Bioassay records (PubChem BioAssay)
PI5P4Ka inh: blocks human PI5P4K alpha kinase activity; PI5P4Kalpha enzyme, ADP-Glo luminescence, 60 min; stronger effect = lower value; AID 652105; P48426; max response, %; hit rate 1.2% among 330,000; active = max response of -50% or lower; inconclusive = between -30% and -50%; inactive = -30% or higher; also: value at the top dose of about 77 µM; % is scaled to controls: 0 for no effect and ±100 for the full control effect
Target sequence (P48426 whole entry, looked up): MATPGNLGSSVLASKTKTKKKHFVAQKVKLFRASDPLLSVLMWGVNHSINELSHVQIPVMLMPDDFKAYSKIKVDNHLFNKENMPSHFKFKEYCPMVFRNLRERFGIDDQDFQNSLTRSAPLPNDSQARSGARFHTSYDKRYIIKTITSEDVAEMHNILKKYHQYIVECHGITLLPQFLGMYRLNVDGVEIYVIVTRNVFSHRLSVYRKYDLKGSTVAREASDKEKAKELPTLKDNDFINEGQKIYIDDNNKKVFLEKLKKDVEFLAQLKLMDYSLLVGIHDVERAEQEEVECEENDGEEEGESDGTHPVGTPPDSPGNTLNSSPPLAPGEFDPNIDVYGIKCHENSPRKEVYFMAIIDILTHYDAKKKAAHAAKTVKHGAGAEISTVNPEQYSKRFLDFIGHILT
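Human PI5P4Kalpha with substrate in 0.038 M HEPES pH 7.4, 0.28 mM EGTA, 0.1% CHAPS, 5% DMSO; reaction started with 5 microM ATP (final), 60 min at room temperature. ADP formed read by ADP-Glo luminescence.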
Abeta rescue: compounds reversing amyloid beta toxicity in yeast; hit rate 0.063% among 410,000; yeast expressing A-beta42, growth rescue, OD600, 48 h; response scale: 0% DMSO, 100% iron-clioquinol control; Potency, µM (titrated, usually from 46.1 µM), inactives show at the top dose growth rescue, hits mostly activators; also: potency is read from the fitted curve at half-maximal effect; nearly all actives have a fitted effect of over 55% in size
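Yeast A-beta toxicity model in growth medium with pinned compounds, 48 h at 30 C; growth read as absorbance at 600 nm. Normalized to FeCl3/clioquinol equimolar mix (positive) and DMSO (negative).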
FUS yeast rescue: rescues growth of FUS-expressing yeast; S. cerevisiae FUS-expressing, growth rescue, OD600, 24 h; Potency, µM (series often up to 76.6 µM), for the others: at the top dose growth rescue (activation), most hits filed as activators; hit rate 0.24% among 390,000;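 also: potency is read from the fitted curve at half-maximal effect; plate controls were DMSO vehicle for no effect and reference control for full effect; nearly all actives have a fitted effect of over 55% in size; some results filed as inactive show a strong effect at the top dose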
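Absorbance at 600 nm, taken 24hr after compound addition, measured rescue of FUS-yeast growth at 30C. Induction used 2% galactose with seeding at OD 0.005. Controls: CP55940 from 92uM final, DMSO only.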
IL2 activator: activators of IL-2; IL-2 activation reporter assay, cell-based qHTS; stimulated with anti-CD3/CD4/CD28 beads; in transgenic mouse T cells; activation, % (series mostly up to about 46 µM); hit rate 0.065% among 360,000; in the data active = activation above about 50%; inconclusive = mostly about 30% to 49%; also: 0% is about no effect
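First, unstimulated transgenic mouse T cells were exposed to compound for 60 min. Next, anti-CD3/anti-CD4-coated beads with anti-CD28 were added. Finally, after 18 h at 37 degrees C, EGFP and DsRed were imaged.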
EPAC1 antag: EPAC1 (human) antagonism | hit rate 0.14% among 360,000 | AID 720709 | O95398 | Potency, µM (series often up to 115 µM), for the others: at the highest dose activity change, negative = inhibition, hits mostly inhibitors | EPAC1 GEF assay, Rap1b-BODIPY-GDP exchange fluorescence;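 also: potency is read from the fitted curve at half-maximal effect; plate controls were vehicle for no effect and positive control for full effect; nearly all actives have a fitted effect of over 50% in size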
WRN inhibitor: blocks human WRN helicase; Q14191; WRN helicase unwinding, fluorescent forked duplex, kinetic; Potency, µM (titrated, usually from 114 µM), without a hit: top-dose activity change, negative = inhibition, hits mostly inhibitors; hit rate 0.46% among 360,000; also: potency is read from the fitted curve at half-maximal effect; % is scaled to controls: 0 for no effect and ±100 for the full control effect; nearly all actives have a fitted effect of over 55% in size
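WRN at 20 nM final preincubated with compound 15 min at room temperature; reaction started with 100 nM fluorophore/quencher forked duplex oligonucleotide and 2 mM ATP final. Unwinding followed kinetically by red fluorescence (ex 525, em 598 nm).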
PLK1 PBD inh: PLK1 (human) polo-box domain binding inhibition | Plk1 PBD binding of FITC phosphopeptide, fluorescence polarization | AID 720504 | P53350 | hit rate 2.8% among 360,000 | Potency, µM, for the others: max response, negative = inhibition, hits mostly inhibitors; also: potency is read from the fitted curve at half-maximal effect; series mostly up to about 57 µM; % is scaled to controls: 0 for no effect and ±100 for the full control effect; nearly all actives have a fitted effect of over 65% in size
Target sequence (P53350 whole entry, looked up, the tested form may be a part): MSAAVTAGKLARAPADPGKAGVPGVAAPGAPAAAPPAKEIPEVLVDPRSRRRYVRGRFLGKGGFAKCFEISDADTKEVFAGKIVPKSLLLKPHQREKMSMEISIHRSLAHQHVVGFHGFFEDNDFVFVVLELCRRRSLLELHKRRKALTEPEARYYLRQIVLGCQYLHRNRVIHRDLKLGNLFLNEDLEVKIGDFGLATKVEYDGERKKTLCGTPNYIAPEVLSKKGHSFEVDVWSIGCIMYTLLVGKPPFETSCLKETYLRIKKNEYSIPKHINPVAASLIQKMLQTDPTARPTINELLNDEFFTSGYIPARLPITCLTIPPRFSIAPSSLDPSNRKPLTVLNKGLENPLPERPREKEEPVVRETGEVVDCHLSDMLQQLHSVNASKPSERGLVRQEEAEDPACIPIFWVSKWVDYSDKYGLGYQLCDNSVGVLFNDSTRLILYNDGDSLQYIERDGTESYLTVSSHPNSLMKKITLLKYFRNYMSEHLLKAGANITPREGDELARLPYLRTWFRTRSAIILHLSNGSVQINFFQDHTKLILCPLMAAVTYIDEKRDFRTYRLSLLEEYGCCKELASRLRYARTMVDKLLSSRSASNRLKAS
EPAC1 ag: activates human EPAC1 exchange factor; O95398; EPAC1 agonist qHTS, biochemical assay; response scale: 100% = response to 6.5 mM cAMP; Potency, µM (series often up to 154 µM), without a hit: at the top dose activation, hits mostly activators; hit rate 0.073% among 360,000; also: potency is read from the fitted curve at half-maximal effect; nearly all actives have a fitted effect of over 60% in size
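Nucleotide exchange assay: 100 nM EPAC1 with 250 nM Rap1B loaded with BODIPY-GDP and 50 uM GDP, room temperature. Fluorescence (480/540 nm) read every 5 min for 30 min; signal change normalized to 6.5 mM cAMP as full agonist.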
* marks the source's active call; other numbers are inactive results; ? = inconclusive; . = not tested or not shown; & = joins results of further samples; [ ] = remark or other dose. Unless noted, calls follow the shape of the dose curve; as a rule, active = well fitted curve in the direction sought with a large enough effect; inconclusive = small, poorly fitted or top-dose-only effect, or another doubt; inactive = no such curve, though single readings can be large; an effect the other way counts as inactive or inconclusive. Some of the compounds tested; rates above refer to the full screens.

[1] O=C(Oc1ccc(Cl)cc1)N1CCOCC1
[2] Cc1ccc(O)c(CN2CCN(c3ccccc3)CC2)c1
[3] O=C1/C(=C\c2ccccc2)C2OCC=C3CN4CCC56c7ccccc7N1C5C2C3CC46 (configuration not stated)
[4] COc1ccc2c(c1)C1(C(=O)O)CC=CCC1(C(=O)O)C2 (configuration not stated)
[5] COC(=O)C1=C(c2ccc(S(C)(=O)=O)cc2)C[C@@H]2CC[C@H]1N2C
[6] Cc1cc(O)c(CN2CC=C(c3ccccc3)CC2)cc1C(C)C
[7] FC(F)(F)c1ccc(-c2ccc3c(c2)CNCc2cnnn2-3)cc1
[8] CC(=O)OC1(C)CC(C)C(=O)C(C(O)CC2CC(=O)NC(=O)C2)C1 (configuration not stated)

assay / entry	1	2	3	4	5	6	7	8
PI5P4Ka inh	-15	-2	12	13	-1	7	17	5
Abeta rescue	-1%	4%	-5%	-4%	0%	-6%	-4%	-82%[inhibitor]
FUS yeast rescue	-5%	-3%	-8%	.	-19%	23%	-25%	-19%
IL2 activator	1.0	-2.6	-1.0	-4.2	1.6	-0.7	-0.8	-3.6
EPAC1 antag	-2%	1%	-11%	10%	-4%	0%	11%	1%
WRN inhibitor	0%	2%	-1%	-3%	-6%	-2%	1%	-8%
PLK1 PBD inh	11µM*	-5%	2%	3%	-12%	-14%	-14%	-1%
EPAC1 ag	3%	11%	2%	9%	9%	3%	4%	0%

[9] COc1ccc(C2=CC(c3ccc(OC)c(OC)c3)c3c(c4ccccc4oc3=O)O2)cc1OC (configuration not stated)
[10] CC(C)CC(N(C)C)C1(c2ccc(Cl)cc2)CCC1 (configuration not stated)
[11] COCCNC(=O)N1[C@H]2CC[C@@H]1C(C(=O)OC)=C(c1ccc(OC)c(OC)c1)C2
[12] O=C(CCc1nnc2ccc(NCc3ccccc3)nn12)N1CCC2(CC1)OCCO2
[13] O=C(NCC(c1cccnc1)N1CCN(c2ccccc2)CC1)Oc1ccccc1 (configuration not stated)
[14] O=[N+]([O-])c1cc([As](=O)(O)c2ccc(O)c([N+](=O)[O-])c2)ccc1O
[15] O=C1/C(=C/c2ccc([N+](=O)[O-])cc2)N2CCC1CC2
[16] CCCOP(=O)(OCCC)C(NC(=O)c1cc(OC)c(OC)c(OC)c1)c1ccccc1 (configuration not stated)

assay / entry	9	10	11	12	13	14	15	16
PI5P4Ka inh	-1	12&12	-1	-1	.	7	-5	9
Abeta rescue	12%	-35%&-17%	-2%	-14%	10%	1%	12%	0%
FUS yeast rescue	13%	-28%&-36%	-17%	-7%	-1%	20%	.	25%
IL2 activator	-1.4	-0.6&0.2	0.4	4.0	-2.8	0.1	-0.2	-0.5
EPAC1 antag	5%	-10%&-10%	2%	-10%	0%	10%	-10%	-7%
WRN inhibitor	4%	-5%&2%	-4%	9%[57.1 µM]	-1%	0%	2%	3%
PLK1 PBD inh	-10%	-15%&-15%	-4%	7%	-13%	-3%	-2%	-5%
EPAC1 ag	18%	-16%&-7%	9%	-12%	4%	-4%	-9%	-6%

By substructure: the compounds so far containing four or more nitrogen atoms
[7] FC(F)(F)c1ccc(-c2ccc3c(c2)CNCc2cnnn2-3)cc1
[12] O=C(CCc1nnc2ccc(NCc3ccccc3)nn12)N1CCC2(CC1)OCCO2
[13] O=C(NCC(c1cccnc1)N1CCN(c2ccccc2)CC1)Oc1ccccc1 (configuration not stated)

assay / entry	7	12	13
PI5P4Ka inh	17	-1	.
Abeta rescue	-4%	-14%	10%
FUS yeast rescue	-25%	-7%	-1%
IL2 activator	-0.8	4.0	-2.8
EPAC1 antag	11%	-10%	0%
WRN inhibitor	1%	9%[57.1 µM]	-1%
PLK1 PBD inh	-14%	7%	-13%
EPAC1 ag	4%	-12%	4%

Next section
[17] C=CCN1C(=O)NC(=O)/C(=C/c2cnc(SC)nc2)C1=O
[18] CC/C(=N\Nc1cccc2ccccc12)c1c(O)[nH]c(=O)[nH]c1=O
[19] Cc1ccc(NP(=O)(Oc2ccccc2F)Oc2ccccc2F)cc1C
[20] O=C1NC(=O)N(c2ccc3c(c2)OCO3)C(=O)/C1=C/c1ccc(N2CCCCC2)o1
[21] CC(C)(C)C(=O)OC[N+](C)(C)CCOC(=O)C(O)(c1ccccc1)C1CCCC1 (configuration not stated)
[22] Cc1ccsc1C(=O)C1CCCN(Cc2sc(N(C)C)nc2Cl)C1 (configuration not stated)
[23] CCC1(C)CC(C(N)=S)CCO1 (configuration not stated)
[24] O=P(C(Cl)Cl)(N1CCCCC1)N1CCCCC1

assay / entry	17	18	19	20	21	22	23	24
PI5P4Ka inh	-57*	?	2	-9	-2	1	-8	0
Abeta rescue	7%[9.22 µM]	-12%	4%	19%	-4%	-1%	-59%[inhibitor]	23%
FUS yeast rescue	-14%	21%	.	6%	45%	8%	1%	0%
IL2 activator	-2.1	0.0	-4.7	0.6	-0.4	-0.7	-3.5	-1.2
EPAC1 antag	0%	-4%	-21%	13%	-8%	-16%	-3%	8%
WRN inhibitor	?	-3%	-17%	-5%	-2%	-6%	?	1%
PLK1 PBD inh	11µM*	-9%	2%	102%[activator]	-14%	-15%	2.1µM*	-2%
EPAC1 ag	4%	-2%	-7%	0%	-2%	10%	-2%	8%

[25] CCN(CC)P(=O)(NC(=O)C(Cl)(Cl)Cl)N(CC)CC.[Cl-].[Cl-].[Cl-].[Nd+3]
[26] COc1nc(NCC2CCCO2)nc(N2CC3CC(C2)c2cccc(=O)n2C3)n1 (configuration not stated)
[27] CCN(C(=O)COC(=O)Cc1ccccc1)c1c(N)n(Cc2ccccc2)c(=O)[nH]c1=O
[28] C=CCNC(=S)/N=C/c1c(O)[nH]c(=O)[nH]c1=O
[29] C=CC[C@@H](CC(=O)N(CCO)Cc1ccccc1)C(=O)NC[C@@H](OC(=O)[C@@H](CC=C)CC(=O)OC(C)(C)C)c1ccccc1
[30] Cc1cc(N2C(=O)C3CCCN3C2c2cccc(Cl)c2)no1 (configuration not stated)
[31] O=C1NC(=O)C(=Cc2ccccc2[N+](=O)[O-])C(=O)N1
[32] CN1CCCC(C(=O)c2ccccc2)C1 (configuration not stated)

assay / entry	25	26	27	28	29	30	31	32
PI5P4Ka inh	-10&-1	5	9	-52*	7	0	?	2
Abeta rescue	3%&13%	9%	-7%	-8%	5%	-4%	-20%	-2%
FUS yeast rescue	24%	-25%	-5%	-12%	?	19%	.	9%
IL2 activator	-5.5&-2.0	0.4	0.2	3.3	-1.6	-2.7	0.3	-2.3
EPAC1 antag	-7%&5%	-11%	-7%	7%	-23%	8%	3%	4%
WRN inhibitor	?	5%	-7%	-27%[57.1 µM]	-11%	3%	40µM*	2%
PLK1 PBD inh	2%&-11%	2%	-5%	-10%	-4%	-9%	12µM*	?
EPAC1 ag	-17%&-10%	-8%	18%	13%	-33%[inhibitor]	5%	-1%	0%

The last 2 compounds of the part before are carried over, then new ones follow:
[31] O=C1NC(=O)C(=Cc2ccccc2[N+](=O)[O-])C(=O)N1
[32] CN1CCCC(C(=O)c2ccccc2)C1 (configuration not stated)
[33] Cc1ccc(CC(=O)N2CCN(Cc3ccccc3)CC2)cc1
[34] CCCCn1c(O)c(C(CC)=NCc2ccc3c(c2)OCO3)c(=O)[nH]c1=O
[35] C[C@H](CO)N1C[C@H](C)[C@H](CN(C)C(=O)Oc2cccc3ccccc23)OCc2cnnn2CCCC1=O
[36] CCOC(C[n+]1c(-c2ccccc2)cc(C)cc1-c1ccccc1)OCC
[37] CC(=NCc1ccc(F)cc1)c1c(O)n(C)c(=O)n(C)c1=O
[38] c1ccc(CCCN2CCN(CCOC(c3ccccc3)c3ccccc3)CC2)cc1
[39] CN1CCc2nc(SC(C(=O)O)c3ccccc3)c(C#N)c(-c3cccs3)c2C1 (configuration not stated)
[40] COc1ccc(OC)c(C2=NOC(C(=O)N3CCC4(CC3)OCCO4)C2)c1 (configuration not stated)

assay / entry	31	32	33	34	35	36	37	38	39	40
PI5P4Ka inh	?	2	3	1	-9	0	8	-5	?	.
Abeta rescue	-20%	-2%	-8%	-22%	-5%	-6%	7%	0%	-18%	5%
FUS yeast rescue	.	9%	-14%	30%	20%	-17%	1%	-2%	53%	0%
IL2 activator	0.3	-2.3	1.9	-2.4	0.3	-0.2	1.7	-0.6	-0.4	-3.6
EPAC1 antag	3%	4%	-6%	4%	-14%	-11%	9%	-18%	-21%	-3%
WRN inhibitor	40µM*	2%	2%	2%[57.1 µM]	2%	7%	2%	-3%	-2%[11.6 µM]	4%
PLK1 PBD inh	12µM*	?	-15%	-5%	-4%	-11%	0%	?	?	-9%
EPAC1 ag	-1%	0%	-4%	-1%	-19%	-5%	-2%	-14%	-5%	2%

[41] CN(C)CCCN=Cc1c(O)n(CCc2ccccc2)c(=O)[nH]c1=O
[42] COC(=O)C1=C(c2ccc(Cl)c(C(F)(F)F)c2)C[C@@H]2CC[C@H]1N2C(=O)NCCNC(C)=O
[43] COc1ccc(C(O)c2cc(OC)ccc2OP(=O)(N(C)C)N(C)C)cc1 (configuration not stated)
[44] COc1cc(-c2ccc(N)c(OC)c2)ccc1N
[45] COCCOC(=O)C1=C(N)OC(C)=C(C(=O)OC)C12C(=O)Nc1ccccc12 (configuration not stated)
[46] Cc1[nH]c2ccc(O)cc2c1CCN
[47] C[C@]12CCC3C(CC[C@H]4CC(=O)CC[C@]34C)C1CCC2=O (some centres not stated)
[48] COC(=O)C1=C(c2ccc(OCc3ccccc3)cc2)C[C@@H]2CC[C@H]1N2C(=O)NCc1ccc2[nH]ccc2c1

assay / entry	41	42	43	44	45	46	47	48
PI5P4Ka inh	-8	14	-3	-1	.	-2	0	0
Abeta rescue	5%	0%	-8%	-34%[inhibitor]	-17%	-15%	-27%	6%
FUS yeast rescue	-2%	18%	.	-35%	7%	-10%	15%	33%
IL2 activator	0.9	-1.5	-3.4	-0.1	-2.9	-0.1	0.0	-1.2
EPAC1 antag	4%	-6%	1%	9%	13%	-8%	14%	-4%
WRN inhibitor	5%	-4%	-12%	-1%	-14%	-4%	14%	-6%
PLK1 PBD inh	1%	2%	-5%	-14%	-4%	-10%	-4%	-3%
EPAC1 ag	-7%	-9%	4%	-9%	-3%	-2%	2%	7%
